IMPase cell inh = cell-permeable inhibitors of inositol monophosphatase (IMPase); P97697; CHO-M1 cells, IP1 accumulation, HTRF TR-FRET ratio; inhibition (IP1 accumulation), % at 46.1 µM; 120,000 tested, under 10 active; active means well fitted curve in the direction sought with a large enough effect in the signal ratio, not every such curve was filed as active; inconclusive means small, poorly fitted or top-dose-only effect, or a change in a side signal; inactive means no such curve, though single readings can be large or run the other way; the % refers to the signal ratio;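 further: cells stimulated with carbachol in lithium chloride buffer; plate controls were DMSO basal wells for no effect and reference inhibitor wells for full effect; higher means more IMPase inhibition seen as more IP1 and lower FRET ratio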
Target sequence (P97697 whole entry, looked up): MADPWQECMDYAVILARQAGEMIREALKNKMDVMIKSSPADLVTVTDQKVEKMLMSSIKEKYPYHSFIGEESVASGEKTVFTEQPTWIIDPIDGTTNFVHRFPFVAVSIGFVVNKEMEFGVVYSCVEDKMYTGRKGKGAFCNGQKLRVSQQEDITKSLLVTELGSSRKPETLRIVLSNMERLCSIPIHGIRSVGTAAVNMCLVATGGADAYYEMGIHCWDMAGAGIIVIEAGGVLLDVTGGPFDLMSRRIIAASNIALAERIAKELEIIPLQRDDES
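Seeded CHO-M1 cells were dosed with compound at up to 46 uM, stimulated with carbachol for 30 min, then lysed in IP-One detection reagents. Higher IP1 lowers the TR-FRET signal.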
12-hLO inh = blocks human 12-lipoxygenase activity; P18054; purified 12-hLO, xylenol orange hydroperoxide absorbance; Potency, µM (top dose mostly 57.1 µM), for the others: at the top dose activity change, negative = inhibition, actives largely listed as inhibitors; 150,000 compounds, 0.12% hits; further: potency means the concentration at half of the fitted maximal effect; nearly all actives have a fitted effect of over 55% in size; many of its hits are not listed in these tables
Target sequence (P18054 whole entry, looked up): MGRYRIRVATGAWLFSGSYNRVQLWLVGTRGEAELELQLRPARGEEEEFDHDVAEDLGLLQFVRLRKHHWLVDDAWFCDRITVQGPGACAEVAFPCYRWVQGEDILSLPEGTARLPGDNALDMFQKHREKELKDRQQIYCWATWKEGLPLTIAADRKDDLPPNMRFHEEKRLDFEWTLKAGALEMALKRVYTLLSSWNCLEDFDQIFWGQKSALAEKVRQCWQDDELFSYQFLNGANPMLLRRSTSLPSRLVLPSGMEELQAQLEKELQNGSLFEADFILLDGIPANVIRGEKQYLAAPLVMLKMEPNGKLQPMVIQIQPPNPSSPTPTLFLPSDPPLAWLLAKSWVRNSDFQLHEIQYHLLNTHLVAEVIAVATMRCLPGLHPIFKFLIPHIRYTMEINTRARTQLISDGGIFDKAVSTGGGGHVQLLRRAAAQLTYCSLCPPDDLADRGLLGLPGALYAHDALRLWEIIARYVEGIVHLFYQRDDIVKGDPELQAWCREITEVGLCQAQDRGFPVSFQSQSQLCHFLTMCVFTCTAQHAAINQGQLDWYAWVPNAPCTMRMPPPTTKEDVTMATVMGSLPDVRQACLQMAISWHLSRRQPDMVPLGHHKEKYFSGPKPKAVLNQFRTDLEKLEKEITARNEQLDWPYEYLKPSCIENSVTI
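Purified human 12hLO (150 nM), preincubated 15 min with compound, then 40 uM arachidonic acid for 30 min, room temperature, Hepes pH 7.0 with 0.01% Triton X-100. Hydroperoxide detected by ferrous iron/xylenol orange; 573/405 nm absorbance ratio gives reaction progress.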
ALOX15B inhib = inhibitors of human 15-lipoxygenase 2 (ALOX15B); Potency, µM (doses to about 57.1 µM), without a hit: at the top dose activity change, negative = inhibition, hits mostly inhibitors; purified 15hLO-2, xylenol orange hydroperoxide absorbance; O15296; 110,000 compounds, 0.56% hits; AID 881; further: potency means the concentration at half of the fitted maximal effect; nearly all actives have a fitted effect of over 60% in size; many of its hits are not listed in these tables
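Read-out: hydroperoxide product oxidises ferrous iron, measured as xylenol orange complex via the 573-to-405 nm absorbance ratio after 30 min. Reaction: 50 nM enzyme, 15 min compound preincubation, 45 uM arachidonic acid, 90 min RT, Hepes pH 7.5 with Triton X-100.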
PNC inhibitor = perinucleolar compartment assembly inhibition; PC3M PTB-GFP, PNC prevalence imaging, 16 h; active compounds read low; activity change (PNC), negative = inhibition, % at 10 µM; 140,000 compounds, 3.1% hits;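 active means readout at or below -70, meaning at least 70% loss of cells showing the perinucleolar compartment, a nuclear body marking cancer cells; inconclusive means readout between -30 and a set limit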;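 further: plate controls were DMSO wells for no effect and camptothecin positive control wells for full effect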
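PC3M cells stably expressing PTB-GFP, 750–1000 cells/well, treated 16 h at 37 °C with compound (23 nl of library stock), in duplicate. After paraformaldehyde fixation and Hoechst stain, imaged at 20x; PNC prevalence scored by image analysis.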
Starred values were filed as active, the others as inactive; ? = inconclusive; . = not tested or not shown; [ ] = dose if it differs, or a comment. Unless noted, the call rests on the fitted dose curve; in most records, active means well fitted curve in the direction sought with a large enough effect; inconclusive means small, poorly fitted or top-dose-only effect, or another doubt; inactive means no such curve, though single readings can be large; an effect the other way counts as inactive or inconclusive. Unless noted, on the % scale 0 is the no-effect control and ±100 the full control effect.

Every second line gives: ALOX15B inhib | PNC inhibitor | IMPase cell inh | 12-hLO inh
#1 O=C(Nc1cc(C(F)(F)F)ccc1N1CCOCC1)C1Cc2ccccc2CN1C(=O)c1ccco1 (stereo unspecified)
    -16.2% | -14.8 | 10.6 | -19.6%
#2 Cc1ccc(NC(=O)CSCc2c(C)noc2C)cc1C
    2.0% | -22.1 | 17.0 | -3.3%
#3 O=[N+]([O-])c1ccc(Cl)c(/C=N/N2CCN(Cc3ccccc3Cl)CC2)c1
    10.9% | ? | 2.6 | 0.3%
#4 CCOC(=O)CC(=O)CSc1nc2nc(C)cc(C)n2n1
    7.0% | ? | 6.7 | -8.9%
#5 O=C1c2ccccc2C(=O)N1CCC(=O)N1CCCc2ccccc21
    2.4% | ? | 5.0 | -3.2%
#6 CC1CCCCC1NC(=O)COC(=O)c1ccc(S(=O)(=O)NCc2ccco2)cc1 (stereo unspecified)
    -2.7% | 26.4 | 1.8 | 11.0%
#7 Cc1cccc(NC(=S)N/N=C/c2cccc([N+](=O)[O-])c2)c1
    -10.3% | 35.5 | -1.8 | -0.3%
#8 O=C(Nc1nnc(SCc2ccc(Cl)cc2Cl)s1)C1COc2ccccc2O1 (stereo unspecified)
    -6.1% | 43.0 | -1.4 | -11.1%
#9 Cc1noc(C)c1COC(=O)COc1cccc2c1OC(C)(C)C2
    -0.5% | 19.8 | 6.2 | -0.3%
#10 Cc1oc2ccc(OC(=O)c3cccs3)cc2c1C(=O)OC(C)C
    . | 50.0 | . | -4.3%
#11 CCOc1ccccc1/C=C(/NC(=O)c1ccccc1)C(=O)N(CC)CC
    . | -9.6 | -0.3 | -1.2%
#12 COC(=O)CC1[C@@]2(C)C[C@@]34OC5(C)OC6(CC[C@@]7(C)C(c8ccoc8)OC(=O)C(C(C)=O)C7[C@]6(O5)C(O)[C@@]3(O)C2O)[C@]14C (stereo partly specified)
    -1.1% | . | . | 3.9%
#13 O=c1[nH]c(CS(=O)(=O)c2ccccc2)nc2ccccc12
    . | ? | -5.3 | 1.0%
#14 O=C(Cn1[nH]c(=O)c2ccccc2c1=O)OCC(=O)N(Cc1ccccc1)Cc1ccccc1
    -7.4% | 15.1 | 7.2 | -1.9%
#15 CCOC(=O)c1ccc(Nc2nnc(C(C)(C)C)c(=O)[nH]2)cc1
    -8.4% | 19.5 | 3.0 | -0.9%
#16 N#Cc1c(Cl)nc(SCc2ccccc2)nc1-c1ccccc1
    ? | -25.0 | ? | -12.0%
#17 COc1cc(C(=O)Nc2nc(C)c(Cc3ccc4c(c3)OCO4)s2)cc(OC)c1OC
    . | -26.7 | . | 0.2%
#18 CN=C(Nc1ccccc1OC)SC1CC(=O)N(c2ccc(C(=O)OC)cc2)C1=O (stereo unspecified)
    -0.5% | -17.6 | 22.1 | 9.1%
#19 Cc1onc(-c2ccccc2)c1C(=O)Nc1sc2c(c1C#N)CCC2
    -16.5% | 25.5 | -9.9 | -6.9%
#20 Cn1cnc([N+](=O)[O-])c1S(=O)(=O)c1ccc(Cl)cc1
    . | -28.2 | . | 3.0%
#21 COC(=O)Cc1ccc(N(Cc2ccccc2F)S(=O)(=O)c2ccc(Br)cc2)cc1
    . | -15.9 | . | -0.7%
#22 Cc1cnc(NC(=O)CSc2nnc(C)s2)s1
    -2.2% | 27.8 | 1.2 | -3.2%
#23 Cc1csc(N)n1
    . | 9.7 | . | -2.9%
#24 CC(C)=CCCC(C)NC(=O)NC1CCCCC1 (stereo unspecified)
    . | 0.0 | 3.1 | -2.5%
#25 O=C(c1cccc(F)c1)N1CCC2(CCN(Cc3ccccc3)CC2)CC1
    10.1% | . | . | 3.4%
#26 Cc1cc(S(=O)(=O)N2CCN(c3ccc(F)cc3)CC2)c(C)s1
    3.3% | 35.2 | 6.2 | 2.9%
#27 CC(=O)NC1=C(C#N)C(c2ccccc2)c2c(ccc3ccccc23)O1 (stereo unspecified)
    -10.6% | -24.7 | -2.8 | -15.8%
#28 O=C1CN(C(=O)COc2ccc(Br)cc2F)c2ccccc2N1
    . | ? | 0.9 | 4.8%
#29 Cn1c(N)c(C(=O)COC(=O)CCc2c[nH]c3ccccc23)c(=O)n(C)c1=O
    -0.6% | 26.9 | -4.3 | -0.9%
#30 COCCNc1nc(C(C)(C)C)nc2c1nnn2Cc1ccccc1Cl
    2.5% | -102.1* | 5.2 | -3.9%

Complete entries, looked up by structure. Order of values: ALOX15B inhib, PNC inhibitor, IMPase cell inh, 12-hLO inh
O=C(Cn1[nH]c(=O)c2ccccc2c1=O)OCC(=O)N(Cc1ccccc1)Cc1ccccc1 in the list: -7.4%, 15.1, 7.2, -1.9%
O=C(Nc1nnc(SCc2ccc(Cl)cc2Cl)s1)C1COc2ccccc2O1 (stereo unspecified) in the list: -6.1%, 43.0, -1.4, -11.1%
CC(=O)NC1=C(C#N)C(c2ccccc2)c2c(ccc3ccccc23)O1 (stereo unspecified) in the list: -10.6%, -24.7, -2.8, -15.8%
Cc1cccc(NC(=S)N/N=C/c2cccc([N+](=O)[O-])c2)c1 in the list: -10.3%, 35.5, -1.8, -0.3%
O=C(c1cccc(F)c1)N1CCC2(CCN(Cc3ccccc3)CC2)CC1 in the list: 10.1%, ., ., 3.4%

Remaining list, next part:
Every second line gives: ALOX15B inhib | PNC inhibitor | IMPase cell inh | 12-hLO inh
#31 O=C1NC(Nc2ccccn2)(C(F)(F)F)C(=O)N1c1ccc(F)cc1 (stereo unspecified)
    -2.0% | 44.1 | 17.9 | -0.3%
#32 COC(=O)c1ccc(NC(=O)C2CCCN2S(=O)(=O)c2ccc(C)cc2)cc1 (stereo unspecified)
    . | -119.3* | -2.4 | -10.2%
#33 Cn1c(=O)c2c(nc(SCC(=O)N3CCc4ccccc43)n2Cc2ccccc2)n(C)c1=O
    -3.7% | ? | 12.1 | 0.7%
#34 O=C(N/N=C/c1cccc(F)c1)c1cc(-c2ccco2)nc2ccccc12
    ? | ? | 8.1 | ?
#35 O=C(NCc1ccccc1)/C(=N\O)c1ccccc1
    -0.8% | ? | 3.5 | -1.9%
#36 COc1ccc(/C(O)=C2\C(=O)C(=O)N(CC3CCCO3)C2c2cc(OC)ccc2OC)cc1 (stereo unspecified)
    10.3% | 9.1 | -10.4 | 8.2%
#37 Cc1cc(NC(=O)c2cc3n(n2)C(C(F)(F)F)CC(c2ccc(Cl)c(Cl)c2)N3)no1 (stereo unspecified)
    8.2% | 0.8 | 6.1 | -4.2%
#38 CCN(CC)CCN1C(=O)C(=O)/C(=C(/O)c2c(C)[nH]c(C(=O)OC)c2C)C1c1cccs1 (stereo unspecified)
    3.9% | 23.5 | -3.7 | 4.5%
#39 C=CCN(c1ccc(C(=O)NCCc2ccccc2)cc1)S(C)(=O)=O
    -3.4% | 8.2 | 3.1 | 10.6%
#40 CC(C)CNC(=S)NC1CC2CCCC(C1)N2Cc1cccs1 (stereo unspecified)
    11.8% | -10.2 | 4.7 | -29.4%
#41 CC(C)(C)N1C(=O)c2ccc(C(=O)Nc3nccs3)cc2C1=O
    23.0% | 33.4 | -3.7 | -2.8%
#42 COc1ccc(C(=O)N2CCC[C@@]3(CCN(c4ccncc4)C3)C2)cc1
    10.1% | . | . | 4.6%
#43 O=C(Cc1ccccc1)N/N=C/c1ccccc1F
    . | ? | 9.8 | -0.9%
#44 CCn1c(C)cc2c(c1=O)C(c1ccncc1)C(C#N)=C(N)O2 (stereo unspecified)
    -0.2% | -6.3 | -1.4 | -3.1%
#45 Cc1cccc(NC(=O)COC(=O)c2ccccc2-c2nc3ccccc3s2)c1C
    . | ? | 20.7 | 0.1%
#46 Cc1cc(OCC[N+]2(C)CCCCC2)nc2ccccc12
    3.0% | 2.8 | 17.7 | -8.3%
#47 O=C1Cc2ccccc2Sc2ccc(Cl)cc21
    4.6% | 19.7 | -9.7 | -1.2%
#48 O=C(c1cccc(C(=O)N2CCN(c3ncccn3)CC2)c1)N1CCN(c2ncccn2)CC1
    -0.2% | -29.4 | -2.2 | 0.9%
#49 CC(=O)Nc1ccccc1OC(=O)N1CCOCC1
    0.4% | ? | 0.1 | -0.9%
#50 Cc1nc2ccccn2c1C(=O)NCC(C)C
    . | 37.9 | . | -3.7%
#51 CCCCN(C)CCCNC(=O)c1ccc2c(c1)NC(=O)C(N1CCOCC1)S2 (stereo unspecified)
    24.7% | 59.3 | 10.9 | 2.9%
#52 O=C(Nc1ccc(N2CCOCC2)c(Cl)c1)C1CCCCC1
    -9.8% | 34.9 | 0.0 | 3.9%
#53 CNC(=O)N(C1=NCC(C)(C)S1)c1ccc(F)c(Cl)c1
    12.7% | -9.5 | 1.7 | -1.8%
#54 CC(C)CC(=O)NC1(C(F)(F)F)C(=O)Nc2c1c(=O)[nH]c(=O)n2Cc1ccco1 (stereo unspecified)
    1.2% | 5.5 | 4.1 | -2.5%
#55 COc1cccc(Oc2ccc(N)cn2)c1
    -5.2% | 21.1 | -1.3 | -2.5%
#56 C=CCN1C(=O)C(Cc2ccc(OC)cc2)S/C1=N/N=C/c1ccco1 (stereo unspecified)
    -20.8% | -24.3 | 10.2 | -7.1%
#57 Cc1cc2oc(=O)cc(-c3ccccc3)c2c(C)c1-c1ccc(O)cc1
    ? | . | . | -12.6%[0.00818 µM]
#58 O=C(CNC(=O)C12CC3CC(CC(C3)C1)C2)N1CCN(S(=O)(=O)/C=C/c2ccccc2)CC1
    . | -3.7 | -10.9 | -1.1%
#59 FC(F)(F)c1cccnc1N1CCN(c2ncnc3nc[nH]c23)CC1
    0.0% | -15.9 | 2.6 | 1.6%
#60 COC(=O)Cc1csc(Nc2c(C)n(C)n(-c3ccccc3)c2=O)n1
    0.2% | 6.3 | -6.0 | 2.4%
#61 CCCN1C(=O)/C(=C/C=C2\N(CC)c3ccccc3C2(C)C)SC1=S
    -27.4% | 2.5 | -6.6 | -1.9%
#62 Cc1ccc(CN2CCNC2=O)cc1
    4.9% | 14.5 | 7.4 | -0.6%
#63 O=C(/C=C\c1ccco1)Nc1cc([N+](=O)[O-])ccc1F
    . | -134.0* | . | -2.5%
#64 O=C(Nc1ccccc1Cl)c1ccc(S(=O)(=O)N2CCOCC2)cc1
    . | -27.3 | -8.4 | 4.8%
#65 Cc1cc(NC(=O)CCC(=O)N(Cc2ccco2)C(C(=O)NC2CCCCC2)c2ccccc2)no1 (stereo unspecified)
    . | -0.9 | -7.3 | 6.7%
#66 COc1cc(CNc2cccc(C(=O)O)c2)cc(Br)c1OCC(=O)NC(C)(C)C
    . | 5.2 | . | -6.6%
#67 COC(=O)C(C(=O)OC)C(C(=O)OC)C(C(=O)OC)C(=O)OC
    . | ? | 11.1 | -5.8%
#68 O=C(Nc1ccccc1C(=O)N1CCOCC1)C1COc2ccccc2O1 (stereo unspecified)
    -2.7% | 60.7 | 5.2 | 2.4%
#69 CCCCC(=O)NC(=S)Nc1cccc(NC(=O)CC)c1
    -10.7% | -2.2 | -3.0 | -5.3%
#70 O=C(O)c1cc2c(cc1Br)OCCCO2
    . | 53.3 | . | -3.0%
#71 O=C(CCC(=O)OCC(=O)c1ccc(-c2ccccc2)cc1)Nc1cccc(Cl)c1
    3.1% | 58.7 | ? | 2.1%
#72 Cc1ccc(-c2cc(-c3nnc(SCC(=O)NCC(C)C)n3N)c3ccccc3n2)cc1
    17.5% | 15.8 | -3.1 | -15.4%
#73 CC(=O)N1CCC(=NNS(=O)(=O)c2cccc([N+](=O)[O-])c2)CC1
    -5.1% | -2.4 | -10.0 | -6.9%
#74 COc1ccc(/C=C/C(=O)NC(=S)Nc2ccc(S(=O)(=O)Nc3ccc(OC)nn3)cc2)cc1
    . | 10.0 | . | -14.4%

Structures listed so far that contain a COOH group:
Every second line gives: ALOX15B inhib | PNC inhibitor | IMPase cell inh | 12-hLO inh
#66 COc1cc(CNc2cccc(C(=O)O)c2)cc(Br)c1OCC(=O)NC(C)(C)C
    . | 5.2 | . | -6.6%
#70 O=C(O)c1cc2c(cc1Br)OCCCO2
    . | 53.3 | . | -3.0%
